Screening results (PubChem BioAssay)
TEAD-YAP inh: TEAD-YAP interaction inhibition, primary screen, TEAD-YAP interaction inhibitor project, luminescence, HEK-TIYL cells; TEAD-Gal4/YAP UAS-luciferase luminescence; inhibition, % at 9.12 µM; 1.4% of 640,000 active; AID 1259422, 2018; in the data active means inhibition above about 32%;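 further: 0% = median of test compound wells and 100% = reference inhibitor wells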
FBW7 activator: FBW7 E3 ligase activators, primary screen, biochemical, AlphaScreen, human. F-box/WD repeat-containing protein 7 (Homo sapiens), Q969H0. AlphaScreen FBW7–phospho-cyclin E peptide binding, activator screen. normalized activity (activation), % at 26.1 µM. 0.13% of 650,000 active. AID 1259310, 2017; in the data active means normalized activity above about 1.9%;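 further: purified mutant Fbw7 with reduced substrate affinity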
MITF inh: MITF inhibitors, primary screen, biochemical, AlphaScreen, human; Microphthalmia-associated transcription factor (Homo sapiens), O75030; AlphaScreen MITF homodimerization, bead proximity signal; inhibition, % at 2.6 µM; 0.91% of 650,000 active; AID 1259374, 2018; in the data active means inhibition above about 50%;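 further: 0% = vehicle wells with protein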
Target sequence (O75030 whole entry, looked up): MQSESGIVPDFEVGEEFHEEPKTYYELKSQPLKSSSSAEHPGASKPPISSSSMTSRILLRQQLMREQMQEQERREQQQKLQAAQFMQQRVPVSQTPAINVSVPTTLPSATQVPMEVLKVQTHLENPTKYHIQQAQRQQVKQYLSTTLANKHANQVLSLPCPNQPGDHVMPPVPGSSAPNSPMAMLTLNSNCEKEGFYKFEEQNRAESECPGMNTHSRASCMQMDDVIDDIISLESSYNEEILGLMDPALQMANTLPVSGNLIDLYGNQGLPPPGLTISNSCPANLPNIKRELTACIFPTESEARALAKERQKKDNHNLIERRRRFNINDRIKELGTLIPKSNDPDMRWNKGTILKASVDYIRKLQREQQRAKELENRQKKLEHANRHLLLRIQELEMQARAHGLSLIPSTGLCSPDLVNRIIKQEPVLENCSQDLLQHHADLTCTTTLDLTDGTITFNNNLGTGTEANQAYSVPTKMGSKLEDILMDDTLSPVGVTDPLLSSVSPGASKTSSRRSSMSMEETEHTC
GPR151 ag: activators of human GPR151, primary screen, cell-based, PathHunter beta-arrestin, luminescence; G-protein coupled receptor 151 (Homo sapiens), Q8TDV0; PathHunter beta-arrestin GPR151 cells; activation, % at 11.2 µM; 1% of 650,000 active; AID 1508602, 2020; in the data active means activation above about 4.9%;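 further: 0% = median of compound wells and 100% = cells with positive control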
Active calls of the source: *.

Labels used below – A = TEAD-YAP inh; B = FBW7 activator; C = MITF inh; D = GPR151 ag
CCCOC(=O)C1=C(C)NC2=C(C(=O)CC(c3ccc(Cl)cc3)C2)C1c1ccc(O)cc1 (centres undefined)
  A: 6.7 | B: 0.0 | C: -10.1 | D: -0.4
O=C(Nc1ccc2oc(-c3ccccc3F)nc2c1)c1cc2ccccc2o1
  A: -2.4 | B: 0.2 | C: 9.4 | D: 0.5
COc1cc(C(C)=O)ccc1OCC(=O)O
  A: -3.6 | B: 0.0 | C: 21.7 | D: 3.3
O=C(OCc1cnc(-c2ccccc2)s1)c1ccc2c(c1)OCCO2
  A: -13.8 | B: -0.1 | C: -1.1 | D: -2.1
C=CCOc1cccc(C(=O)N2CCc3c(cnc(C)c3CNC(=O)CSC)C2)c1
  A: 0.5 | B: 0.2 | C: 18.8 | D: 0.0
CNc1oc(C)nc1S(=O)(=O)c1ccccc1
  A: -9.4 | B: 0.0 | C: 6.3 | D: 0.8
O=S(=O)(c1cccc(S(=O)(=O)N2CCCCC2)c1)c1cccc(S(=O)(=O)N2CCCCC2)c1
  A: 4.0 | B: 0.0 | C: 7.2 | D: -1.1
O=C(O)CC/C(=N/NC(=O)CNC(=O)c1ccc2c(c1)OCCO2)c1ccccc1
  A: 7.9 | B: 0.1 | C: -0.2 | D: 0.0
OC1CCC(Nc2ncnc3sccc23)CC1 (centres undefined)
  A: 8.7 | B: 0.2 | C: 3.5 | D: -0.7
COc1cc(OC)cc(C(=O)NC(C(=O)NCCc2ccccn2)C(C)C)c1 (centres undefined)
  A: -0.6 | B: -0.1 | C: 2.6 | D: -2.2
Cc1c(-c2ccc(Cl)cc2)c(=O)oc2c(CN3CCN(CCO)CC3)c(O)ccc12
  A: -1.8 | B: 0.2 | C: 11.9 | D: -0.1
CCOC(=O)c1c(-c2ccc(C)c(C)c2)csc1NC(=O)CCN1CC(C)OC(C)C1 (centres undefined)
  A: 1.1 | B: 0.5 | C: 17.7 | D: 1.5
O=C(CSc1nc2ccccc2s1)NNC(=S)Nc1ccc(Cl)cc1
  A: 6.4 | B: 0.0 | C: 8.0 | D: 1.2
CCOC(=O)c1ccc(NC(=O)Cn2c(=O)oc3ccccc32)cc1
  A: -15.1 | B: 0.1 | C: -14.4 | D: 0.8
COc1ccc(OC)c(C2CNC(=O)C2)c1 (centres undefined)
  A: 2.0 | B: 0.1 | C: 0.5 | D: -0.1
CC(C)(C)n1nc2c(c1NC(=O)c1cc([N+](=O)[O-])ccc1Cl)CSC2
  A: 89.5* | B: -0.1 | C: -6.8 | D: 2.3
COc1ccc(Cl)c2sc(NC(=O)COc3ccccc3)nc12
  A: -5.5 | B: 0.1 | C: 12.2 | D: 1.6
COc1cc(-c2nnc3sc(Cc4ccccc4)nn23)cc(OC)c1OC
  A: -6.4 | B: 0.1 | C: 1.6 | D: 0.0
COc1cc(OC)c(C=Nc2ccc(N(C)C(C)=O)cc2)cc1Br
  A: 7.1 | B: 0.2 | C: 11.2 | D: -1.3
O=C(Cn1c(=O)oc2ccccc21)NCc1ccccn1
  A: 0.8 | B: -0.1 | C: -5.8 | D: 0.8
NC(=O)CSc1ncnc2nc[nH]c12
  A: -2.8 | B: 0.0 | C: 4.1 | D: 0.2
COc1ccc(CCc2nnc(CCC(=O)NCc3cc4cc(Cl)ccc4[nH]3)o2)cc1
  A: -11.6 | B: 0.0 | C: -1.0 | D: 2.1
Cc1nn(C)cc1CN1CCc2ccc(NC(=O)C3CCCO3)cc2C1 (centres undefined)
  A: 15.3 | B: -0.1 | C: 18.3 | D: 0.1
N#C/C(=C\c1ccc(-c2ccccc2)o1)C(=O)Nn1cnnc1
  A: -4.5 | B: 0.1 | C: -9.0 | D: 0.2
COc1ccc(C)cc1NC(=O)CCNS(=O)(=O)c1cc(Br)cnc1N
  A: 1.8 | B: 0.1 | C: 4.1 | D: 0.2

14 entries out of the list, ordered by molecular weight, highest first.
Labels used below – A = TEAD-YAP inh; B = FBW7 activator; C = MITF inh; D = GPR151 ag
O=S(=O)(c1cccc(S(=O)(=O)N2CCCCC2)c1)c1cccc(S(=O)(=O)N2CCCCC2)c1
  A: 4.0 | B: 0.0 | C: 7.2 | D: -1.1
CCOC(=O)c1c(-c2ccc(C)c(C)c2)csc1NC(=O)CCN1CC(C)OC(C)C1 (centres undefined)
  A: 1.1 | B: 0.5 | C: 17.7 | D: 1.5
COc1ccc(C)cc1NC(=O)CCNS(=O)(=O)c1cc(Br)cnc1N
  A: 1.8 | B: 0.1 | C: 4.1 | D: 0.2
COc1ccc(CCc2nnc(CCC(=O)NCc3cc4cc(Cl)ccc4[nH]3)o2)cc1
  A: -11.6 | B: 0.0 | C: -1.0 | D: 2.1
C=CCOc1cccc(C(=O)N2CCc3c(cnc(C)c3CNC(=O)CSC)C2)c1
  A: 0.5 | B: 0.2 | C: 18.8 | D: 0.0
O=C(O)CC/C(=N/NC(=O)CNC(=O)c1ccc2c(c1)OCCO2)c1ccccc1
  A: 7.9 | B: 0.1 | C: -0.2 | D: 0.0
O=C(CSc1nc2ccccc2s1)NNC(=S)Nc1ccc(Cl)cc1
  A: 6.4 | B: 0.0 | C: 8.0 | D: 1.2
COc1cc(OC)c(C=Nc2ccc(N(C)C(C)=O)cc2)cc1Br
  A: 7.1 | B: 0.2 | C: 11.2 | D: -1.3
COc1cc(OC)cc(C(=O)NC(C(=O)NCCc2ccccn2)C(C)C)c1 (centres undefined)
  A: -0.6 | B: -0.1 | C: 2.6 | D: -2.2
CC(C)(C)n1nc2c(c1NC(=O)c1cc([N+](=O)[O-])ccc1Cl)CSC2
  A: 89.5* | B: -0.1 | C: -6.8 | D: 2.3
O=C(OCc1cnc(-c2ccccc2)s1)c1ccc2c(c1)OCCO2
  A: -13.8 | B: -0.1 | C: -1.1 | D: -2.1
COc1cc(C(C)=O)ccc1OCC(=O)O
  A: -3.6 | B: 0.0 | C: 21.7 | D: 3.3
COc1ccc(OC)c(C2CNC(=O)C2)c1 (centres undefined)
  A: 2.0 | B: 0.1 | C: 0.5 | D: -0.1
NC(=O)CSc1ncnc2nc[nH]c12
  A: -2.8 | B: 0.0 | C: 4.1 | D: 0.2

Back to the main list, repeating the 2 entries before the break.
Labels used below – A = TEAD-YAP inh; B = FBW7 activator; C = MITF inh; D = GPR151 ag
N#C/C(=C\c1ccc(-c2ccccc2)o1)C(=O)Nn1cnnc1
  A: -4.5 | B: 0.1 | C: -9.0 | D: 0.2
COc1ccc(C)cc1NC(=O)CCNS(=O)(=O)c1cc(Br)cnc1N
  A: 1.8 | B: 0.1 | C: 4.1 | D: 0.2
CCCCn1c(=N)c(C(=O)NC(C)c2ccccc2)cc2c(=O)n3cccc(C)c3nc21 (centres undefined)
  A: -4.7 | B: 0.1 | C: -11.8 | D: 0.2
CCC(=O)N1c2ccccc2-c2nnc(SC)nc2OC1c1cc(OC)ccc1Br (centres undefined)
  A: 3.5 | B: 0.1 | C: 4.7 | D: 4.2
COc1cccc(-c2nc(C=Nc3ccc(I)cc3C)c(O)o2)c1
  A: -7.1 | B: -0.1 | C: -5.7 | D: 1.2
COc1cc2ccccc2cc1C(=O)Nc1ccc2oc(-c3ccncc3)nc2c1
  A: -7.0 | B: -0.2 | C: -11.3 | D: 0.2
Cc1noc(C)c1C(=O)N1CCn2cc(C(F)(F)F)nc2C1
  A: -9.8 | B: -0.2 | C: -3.8 | D: -0.6
CCc1ccc(C2CC(c3ccccc3Cl)n3nnnc3N2)cc1 (centres undefined)
  A: 4.4 | B: 0.0 | C: 9.1 | D: 0.8
COc1cc(C(=O)N2C(=S)C(c3ccccc3)=NC2(C)C)cc(OC)c1OC
  A: 11.5 | B: 0.1 | C: 0.3 | D: 2.2
COCCn1c(SCC#N)nnc1-c1cccc([N+](=O)[O-])c1
  A: 1.9 | B: -0.1 | C: -5.3 | D: 1.3
O=C(CCCc1nc2ccccc2c(=O)[nH]1)NC12CC3CC(CC(C3)C1)C2
  A: -2.5 | B: -0.1 | C: -2.9 | D: -1.0
COc1ccc(C2=NN(CC(=O)Nc3cc(C)ccc3C)C(=O)CC2)cc1
  A: -5.6 | B: 0.1 | C: -21.2 | D: 0.2
O=C1CCC(=O)N1c1cccc(C(F)(F)F)c1
  A: 2.8 | B: -0.3 | C: 1.7 | D: -0.1
CN(C)c1cccc(C(=O)n2nnc3ccccc32)c1
  A: -15.6 | B: 0.2 | C: 2.4 | D: 1.2
CCCc1cc(C(=O)Nc2sc(C(=O)OCC)c(C)c2C(=O)OCC)no1
  A: 8.1 | B: 0.0 | C: -1.1 | D: -0.2
COc1ccc2nc(N3CCOCC3)c(/C=C3/C(=O)NC(=S)N3C(C)=O)cc2c1
  A: 0.5 | B: -0.1 | C: -3.0 | D: 0.7
O=C(O)CCC(=O)Nc1ccc(O)c(C(=O)O)c1
  A: 1.1 | B: -0.1 | C: -5.9 | D: 1.7
Cc1cc(C)cc(NC(=S)NNC(=O)C(N)=O)c1
  A: 0.5 | B: -0.7 | C: 5.4 | D: 1.5
Cc1ccc(C2=NN3C(C2)c2cc(Br)ccc2OC3c2ccc(C(C)(C)C)cc2)cc1 (centres undefined)
  A: -37.4 | B: 0.2 | C: 17.7 | D: 0.1
CC1CC(C)CN(CCC(=O)Nc2ccccc2Cl)C1 (centres undefined)
  A: 1.9 | B: -0.2 | C: 6.7 | D: 1.6
c1ccc(CN2CCC(Nc3nc(NCCOc4ccccc4)c4ncn(C5CCCCC5)c4n3)CC2)cc1
  A: -10.8 | B: 0.2 | C: 24.5 | D: -2.0
Cc1ccc(NC(=O)C(=O)NCC2CCCN2S(=O)(=O)c2ccc(C)cc2)cc1 (centres undefined)
  A: 4.4 | B: 1.0 | C: 8.1 | D: -0.6
O=C(c1cc(-c2cccc(O)c2)on1)N1CCCCC1
  A: 67.1* | B: 0.1 | C: 16.5 | D: -2.7
COc1ccccc1CNC(=O)CS(=O)(=O)c1ccccc1
  A: 0.2 | B: 1.1 | C: 1.4 | D: 0.4
Nc1ccc(Oc2cc(O)c3c(c2N)C(=O)c2ccccc2C3=O)cc1
  A: 24.4 | B: -1.4 | C: 30.4 | D: 0.8
CCC(CO)NCC(O)COc1ccccc1Cl (centres undefined)
  A: 4.8 | B: 0.1 | C: 4.2 | D: -0.4
CCCCc1cc2c(=O)c(-c3ccccn3)coc2cc1OC
  A: -56.0 | B: -0.1 | C: -3.0 | D: -0.3
N#Cc1ccccc1NC(=O)/C=C/c1ccc([N+](=O)[O-])cc1
  A: -6.5 | B: -0.1 | C: -5.2 | D: 0.2
